beta cell repl = inducers of beta-cell replication in MIN6 cells. MIN6 cells proliferation, ATPlite luminescence, 48 h; cells starved in 0.2% serum; 100% = growth in 10% serum. proliferation, % at 10 µM. 0.29% of 330,000 active;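 active = compounds whose signal lies at least 3.5 SD above the mean of all wells on their plate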;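 note: 0% = DMSO-treated cells in low-serum medium and 100% = 10% serum control; some compounds called inactive have numbers as strong as hits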
SENP8 block-1 = SENP8 protease inhibition. Q96LD8. purified SENP8, Z-RLRGG-aminoluciferin cleavage, luminescence. inhibition, % at 10 µM. 1.2% of 330,000 active. AID 2540; in the data active = inhibition above about 50%
Target sequence (Q96LD8 whole entry, looked up): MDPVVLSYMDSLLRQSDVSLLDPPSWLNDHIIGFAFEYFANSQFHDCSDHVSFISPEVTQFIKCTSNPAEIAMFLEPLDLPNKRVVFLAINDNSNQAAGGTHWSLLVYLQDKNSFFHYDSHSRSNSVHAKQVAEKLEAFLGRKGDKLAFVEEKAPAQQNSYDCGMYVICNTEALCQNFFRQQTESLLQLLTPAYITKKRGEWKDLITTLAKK
SENP1 inh = blocks the human SENP1 SUMO protease catalytic domain; 0.21% of 360,000 active; inhibition, % at 10 µM; recombinant SENP1 catalytic domain, CyPet-SUMO1-YPet FRET cleavage; Q9P0U3;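 active = inhibition at least 30% at 10 µM, raw YFP signal under a set limit, fluorescence ratio 0.5 to 1.5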;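 note: 0% = enzyme with DMSO and 100% = no enzyme wells; some results filed as inactive read as strong as hits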
Target sequence (Q9P0U3 419-644 limits assumed): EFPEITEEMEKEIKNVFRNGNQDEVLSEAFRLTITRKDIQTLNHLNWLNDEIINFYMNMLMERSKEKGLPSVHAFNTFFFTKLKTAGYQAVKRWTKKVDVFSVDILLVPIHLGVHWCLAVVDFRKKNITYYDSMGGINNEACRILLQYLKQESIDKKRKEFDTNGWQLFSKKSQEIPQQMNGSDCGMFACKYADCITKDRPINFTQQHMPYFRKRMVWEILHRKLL
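Material – human SENP1 catalytic domain · Input – SENP1 enzyme, 20 pM final · Compound dosing – single concentration of 10 µM compound, 0.5% DMSO final · Timing – enzyme reaction for 50 min at room temperature, dark · Measured by – FRET fluorescence in CFP and YFP emission channels · Control set – no-enzyme wells low, DMSO-plus-enzyme wells high control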
PfG6PD inh = PfG6PD (Plasmodium falciparum) enzyme inhibition. AID 504690. 0.78% of 350,000 active. inhibition, % at 20 µM. PfGluPho enzyme, NADPH resazurin-diaphorase fluorescence;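 active = inhibition reaching at least a set limit at 20 µM in the primary screen, cut at about 59% in these data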;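 note: 0% = DMSO wells with substrate and 100% = DMSO wells lacking glucose-6-phosphate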
UBC13 polyUb = blocks human UBC13 polyubiquitin chain formation. P61088. TR-FRET. inhibition, % at 20 µM. 0.47% of 330,000 active. AID 485273; in the data active = inhibition above about 45%, passing the limit was not always enough
Target sequence (P61088 whole entry, looked up): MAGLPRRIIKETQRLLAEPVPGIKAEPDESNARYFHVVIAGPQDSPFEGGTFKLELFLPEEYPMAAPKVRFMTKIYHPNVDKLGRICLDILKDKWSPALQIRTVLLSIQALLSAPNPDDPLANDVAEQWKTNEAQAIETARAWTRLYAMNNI
SENP7 block = blocks the human protease SENP7. Q9BQF6. recombinant SENP7, Z-RLRGG-aminoluciferin luminescence, 40 min. inhibition, % at 5 µM. 1.5% of 330,000 active. AID 434973;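 active = inhibition above about 50% at the single test dose, limit read from the data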;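 note: plate controls were DMSO with enzyme for no effect and no enzyme buffer wells for full effect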
Target sequence (Q9BQF6 706-1050 limits assumed): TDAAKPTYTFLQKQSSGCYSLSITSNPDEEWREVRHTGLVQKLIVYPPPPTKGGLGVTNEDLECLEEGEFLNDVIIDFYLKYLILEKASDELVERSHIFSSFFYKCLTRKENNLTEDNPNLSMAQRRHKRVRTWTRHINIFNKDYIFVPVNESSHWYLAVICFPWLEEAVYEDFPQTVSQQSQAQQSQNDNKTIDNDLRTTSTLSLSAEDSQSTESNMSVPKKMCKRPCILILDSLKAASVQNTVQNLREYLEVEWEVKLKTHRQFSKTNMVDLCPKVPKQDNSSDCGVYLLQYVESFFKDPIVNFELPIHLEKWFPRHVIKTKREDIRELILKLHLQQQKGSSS
SENP8 block-2 = blocks human SENP8 cleavage of Nedd8 substrate; 0.64% of 360,000 active; inhibition, % at 20 µM; AID 602440; Q96LD8; recombinant SENP8, Nedd8 substrate fluorescence; in the data active = inhibition mostly above about 40%, no sharp cut-off; inactive = mostly below about 27%
HKDC1 inh = HKDC1 (human) hexokinase inhibition; inhibition, % at 20 µM; recombinant HKDC1, G6PDH/diaphorase resazurin coupled fluorescence; 0.16% of 340,000 active; Q2TB90;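 active = inhibition above about 35% when tested at 20 µM, limit read from the data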;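 note: plate controls were DMSO wells with enzyme for no effect and DMSO wells lacking enzyme for full effect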
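Test system: HK5 enzyme. Quantity: 5 µg/mL HK5 final. Reagent: glucose and ATP substrates. Schedule: 90 min reaction incubation at room temperature, dark. Technique: resazurin-to-resorufin fluorescence via G6PDH and diaphorase coupling, 525/613 nm. Control set: DMSO wells with and without enzyme mix.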
SENP6 inh = blocks the human protease SENP6; Q9GZR1; Recombinant SENP6 catalytic domain, aminoluciferin luminescence; inhibition, % at 10 µM; 1.8% of 330,000 active;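 active = inhibition above about 50% at the single tested dose, limit read from the data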;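 note: plate controls were DMSO wells with enzyme for no effect and DMSO wells lacking enzyme for full effect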
* hit, by the source's call; i = inactive; . = no result given.

SMILES	beta cell repl	SENP8 block-1	SENP1 inh	PfG6PD inh	UBC13 polyUb	SENP7 block	SENP8 block-2	HKDC1 inh	SENP6 inh
Cc1nc(NS(=O)(=O)c2ccccc2)sc1NC(=O)Nc1ccccc1	-1	3	0	-24	-4	2	-5	-1	12
CCN(CC)c1ccc(/C=C/C(=O)c2ccc(Br)cc2)cc1	.	.	-25	36	.	.	-64	-2	.
CCn1nc(CC(C)C)cc1C(=O)N1CCCC(Nc2ccc(OC)cc2)C1 (stereo not drawn)	-2	-3	0	7	-7	11	19	-1	-4
COc1ccc(S(=O)(=O)N(C)c2ccc(C(=O)Nc3ccccc3C(=O)N3CCOCC3)cc2)cc1OC	8	-8	-2	-10	6	-4	-2	-1	-25
COc1ccc(-c2[nH]ncc2CN2CCC(OCc3cccnc3)CC2)c(F)c1	-2	5	0	-3	0	1	8	-6	7
Fc1ccc(Oc2nccc(-c3ccc(Cl)cc3)n2)cc1	0	1	2	13	6	-4	26	9	-20
COc1ccccc1N1CCN(C(=O)CCNS(=O)(=O)c2ccc(Br)s2)CC1	-3	3	0	-1	2	-2	18	-5	-4
Cc1cc(C)n(-c2ccc(C(=O)OCc3ccccc3)cc2)n1	-2	-1	0	14	4	-7	11	-3	8
CC(=O)NC(Cc1cnc[nH]1)C(=O)O (stereo not drawn)	-3	-16	-1	-16	-6	-7	11	-3	4
Nc1c(-c2ccccc2)cnc2c(-c3ccccc3)cnn12	-4	5	-1	-12	8	74*	i	3	43
COc1cccc(CN2CCN(Cc3ccc(C#CC(C)(C)O)s3)CC2CCO)c1 (stereo not drawn)	1	0	-1	-7	4	-6	6	-2	-6
Nc1nonc1C(=O)N/N=C/c1cccc([N+](=O)[O-])c1	0	3	0	0	21	17	8	-11	11
COC(=O)C(C)Oc1ccc(=O)[nH]n1 (stereo not drawn)	-2	-14	2	-22	-1	-10	27	-5	-22
COc1ccc(Cl)cc1C(=O)NCCCN1CCOCC1	-2	3	-5	10	-4	4	16	-6	17
Cc1ccc(S(=O)(=O)N2CCN(C(=O)CCN3C(=O)c4ccccc4C3=O)CC2)cc1C	0	-8	0	-11	-1	-10	9	-4	-28

Another view of part of the listing above.
Under each structure: beta cell repl, SENP8 block-1, SENP1 inh, PfG6PD inh, UBC13 polyUb, SENP7 block, SENP8 block-2, HKDC1 inh, SENP6 inh
> COc1ccc(S(=O)(=O)N(C)c2ccc(C(=O)Nc3ccccc3C(=O)N3CCOCC3)cc2)cc1OC
 : 8, -8, -2, -10, 6, -4, -2, -1, -25
> COc1ccc(-c2[nH]ncc2CN2CCC(OCc3cccnc3)CC2)c(F)c1
 : -2, 5, 0, -3, 0, 1, 8, -6, 7

(listing goes on)
SMILES	beta cell repl	SENP8 block-1	SENP1 inh	PfG6PD inh	UBC13 polyUb	SENP7 block	SENP8 block-2	HKDC1 inh	SENP6 inh
COc1ccc(C(C)(C)C)cc1S(=O)(=O)NCC1CCCO1 (stereo not drawn)	.	.	0	4	.	.	-8	-4	.
O=C(CSc1cccc2cccnc12)N/N=C/c1cccc(O)c1	-1	0	0	6	18	-4	-427	-1	-6
N#CCC(=O)Nc1ccc(C(=O)OC(C(=O)Nc2cc(C(F)(F)F)ccc2Cl)c2ccccc2)cc1 (stereo not drawn)	-2	-6	-24	7	-17	-13	-13	-1	-9
Cc1ccc(C)c(Cn2cnc3c(oc4ccccc43)c2=O)c1	0	1	0	7	14	-4	2	-2	9
C/C(=C\c1ccco1)C1C(C#N)=C(N)OC2=C1C(=O)CC(C)(C)C2 (stereo not drawn)	4	6	-4	8	-8	9	-18	3	8
CCCOc1ccc(C2(C(=O)O)CCCC2)cc1	4	1	0	10	9	-5	14	-9	4
CCOC(=O)c1cc2cc(OCc3ccccc3)ccc2nc1C	-4	3	-3	18	13	-1	-88	2	4
COCCN(C(=O)Cn1c(C(F)(F)F)nc2ccccc21)c1c(N)n(Cc2ccccc2)c(=O)[nH]c1=O	-4	-3	-1	1	9	-5	8	1	17
OC(COCc1ccccc1F)CN1CCCCC1 (stereo not drawn)	0	3	1	2	5	2	6	-8	-28
CCN(CC)C(=O)C(C)N(C#N)c1nc(C)cc(C)n1 (stereo not drawn)	-2	-10	0	-4	0	5	26	-11	-12
CC(=O)N1c2ccc(S(=O)(=O)N3CCCC(C(=O)N4CCC(C)CC4)C3)cc2CC1C (stereo not drawn)	3	1	0	-12	1	-1	10	-2	7
COc1ccc(S(=O)(=O)N(C)CC(=O)NCc2ccco2)cc1OC	0	-2	-4	-6	-1	-4	10	-3	-15
COc1ccc(C2CC(c3ccccc3)n3nnnc3N2)cc1 (stereo not drawn)	-2	-8	3	0	-7	-3	31	-3	-4
CC(=O)NC1CC2CCCC(C1)N2C(=O)Nc1ccccc1C (stereo not drawn)	.	.	0	-9	.	.	4	-6	.
O=C(CCN1C(=O)C2C3C=CC(C3)C2C1=O)N1CCN(c2ccc(F)cc2)CC1 (stereo not drawn)	-3	-3	4	-16	-9	5	18	1	-24

Rewritten with bars between the fields: entries from further up
Molecule | beta cell repl | SENP8 block-1 | SENP1 inh | PfG6PD inh | UBC13 polyUb | SENP7 block | SENP8 block-2 | HKDC1 inh | SENP6 inh
COc1ccc(Cl)cc1C(=O)NCCCN1CCOCC1 | -2 | 3 | -5 | 10 | -4 | 4 | 16 | -6 | 17
Cc1ccc(S(=O)(=O)N2CCN(C(=O)CCN3C(=O)c4ccccc4C3=O)CC2)cc1C | 0 | -8 | 0 | -11 | -1 | -10 | 9 | -4 | -28
COc1ccc(C(C)(C)C)cc1S(=O)(=O)NCC1CCCO1 (stereo not drawn) | . | . | 0 | 4 | . | . | -8 | -4 | .
O=C(CSc1cccc2cccnc12)N/N=C/c1cccc(O)c1 | -1 | 0 | 0 | 6 | 18 | -4 | -427 | -1 | -6
N#CCC(=O)Nc1ccc(C(=O)OC(C(=O)Nc2cc(C(F)(F)F)ccc2Cl)c2ccccc2)cc1 (stereo not drawn) | -2 | -6 | -24 | 7 | -17 | -13 | -13 | -1 | -9
Cc1ccc(C)c(Cn2cnc3c(oc4ccccc43)c2=O)c1 | 0 | 1 | 0 | 7 | 14 | -4 | 2 | -2 | 9
C/C(=C\c1ccco1)C1C(C#N)=C(N)OC2=C1C(=O)CC(C)(C)C2 (stereo not drawn) | 4 | 6 | -4 | 8 | -8 | 9 | -18 | 3 | 8
CCCOc1ccc(C2(C(=O)O)CCCC2)cc1 | 4 | 1 | 0 | 10 | 9 | -5 | 14 | -9 | 4
CCOC(=O)c1cc2cc(OCc3ccccc3)ccc2nc1C | -4 | 3 | -3 | 18 | 13 | -1 | -88 | 2 | 4
COCCN(C(=O)Cn1c(C(F)(F)F)nc2ccccc21)c1c(N)n(Cc2ccccc2)c(=O)[nH]c1=O | -4 | -3 | -1 | 1 | 9 | -5 | 8 | 1 | 17
OC(COCc1ccccc1F)CN1CCCCC1 (stereo not drawn) | 0 | 3 | 1 | 2 | 5 | 2 | 6 | -8 | -28
CCN(CC)C(=O)C(C)N(C#N)c1nc(C)cc(C)n1 (stereo not drawn) | -2 | -10 | 0 | -4 | 0 | 5 | 26 | -11 | -12
CC(=O)N1c2ccc(S(=O)(=O)N3CCCC(C(=O)N4CCC(C)CC4)C3)cc2CC1C (stereo not drawn) | 3 | 1 | 0 | -12 | 1 | -1 | 10 | -2 | 7
COc1ccc(S(=O)(=O)N(C)CC(=O)NCc2ccco2)cc1OC | 0 | -2 | -4 | -6 | -1 | -4 | 10 | -3 | -15

The list goes on.
SMILES	beta cell repl	SENP8 block-1	SENP1 inh	PfG6PD inh	UBC13 polyUb	SENP7 block	SENP8 block-2	HKDC1 inh	SENP6 inh
O=C(CSc1ccc(Br)cc1)NCC1CCCO1 (stereo not drawn)	1	-13	2	-7	-28	-2	9	4	5
CN1[C@@H]2CCC[C@H]1CC(NC(=O)c1nn(C)c3ccccc13)C2 (stereo partly drawn)	-1	0	-2	-20	6	9	4	2	-6
Cc1ccc(S(=O)(=O)N(CC(=O)N2CCOCC2)c2ccc(C(C)C)cc2)cc1	4	-2	1	-1	2	-2	0	0	-6
COc1cc(CNc2ncn[nH]2)ccc1OCc1ccccc1C	-2	-10	2	2	-3	5	7	-6	-21
COc1ccc(N(Cc2ccccc2)C(=O)c2ccccc2[N+](=O)[O-])cc1	0	1	2	-30	9	-3	17	-2	-1
c1cncc(-c2nc3ccccn3c2Nc2ccc3c(c2)OCCO3)c1	1	3	-2	2	2	-1	-474	6	-10
COC(=O)C1=CN(c2ccc(F)cc2)C=C(C(=O)OC)C1c1ccc([N+](=O)[O-])cc1	0	3	-1	17	-2	-7	5	1	0
CN1C(=O)c2ccc(C(=O)NCc3ccco3)cc2C1=O	0	-4	-1	-4	-1	9	15	0	0
COc1ccc(N2CCN(CCCNS(=O)(=O)c3ccc4c(c3)oc(=O)n4C)CC2)cc1	1	-9	3	8	4	14	18	-6	-24
Cc1c(C)c2cc(Cl)c(OCC(=O)NCCCn3ccnc3)cc2oc1=O	-1	-8	-1	-1	14	-5	-252	0	-18
O=S(=O)(NCc1c(Cl)cccc1Oc1ccccc1)c1ccc(F)cc1	-3	-7	-1	32	-2	-7	12	7	-12
Nc1nc(CN2CCN(c3ccccn3)CC2)nc(Nc2ccc(F)cc2)n1	0	-10	-8	-19	-17	-4	4	1	-12
CCOc1ccc(C(N)=O)cc1OC	2	-5	1	-9	-3	3	15	1	-12
CC1CCCCN1C(=O)CSc1ccc(-c2ccc(F)cc2)nn1 (stereo not drawn)	0	-15	4	13	18	8	9	-7	-13
O=C(CCCN1C(=O)/C(=C\c2ccccc2)SC1=S)Nc1ccc(O)cc1	0	6	1	-19	-3	-12	27	2	-3
COc1cccc(C(=O)NC(C)CCc2ccccc2)c1 (stereo not drawn)	0	-1	-2	-9	1	-9	-22	-7	12
CN(C)c1ccc2c3c(cccc13)C(=O)N(c1ccccc1)C2=O	-2	5	.	.	-44	5	.	.	15
CCCCn1c(N)c(N(CC(C)C)C(=O)CN2C(=O)NC3(CC(C)CC(C)(C)C3)C2=O)c(=O)[nH]c1=O (stereo not drawn)	1	10	-2	3	-2	1	0	-3	0
CCC(C)(C)NC(=O)C(c1ccco1)N(C(=O)CNC(=O)c1cccs1)c1cccnc1 (stereo not drawn)	0	0	0	0	-1	9	11	-1	3
N#CCSc1nc2scc(-c3cccs3)c2c(=O)n1CCc1ccccc1	-3	-4	-15	14	-20	-2	-1	3	-2
CC(C)CN(CC(C)C)c1nn[nH]n1	.	.	-4	-2	.	.	8	1	.
Cc1ccc(CC2SC(=O)NC2=O)cc1Cl (stereo not drawn)	-1	-7	-2	14	9	-3	16	1	-6
CCOc1ccc(-c2nnc3sc(COc4ccc(Cl)cc4)nn23)cc1	-1	0	3	-16	-4	6	28	-1	-14
COC(=O)CNC(c1ccccc1)c1cc(C)ccc1NC(=O)c1cccc(Cl)c1 (stereo not drawn)	0	0	1	15	12	3	10	-2	17
COc1ccc2ccccc2c1/C=N\NC(=O)c1cccnc1	-3	-7	-1	10	-21	-2	-63	3	-10
CC(=O)Nc1c2c(nn1-c1cccc(Cl)c1)CS(=O)C2 (stereo not drawn)	-3	-2	1	-11	1	2	17	-5	5
COC(=O)c1oc2ccc(Cl)cc2c1-n1cccc1	-2	-4	-2	7	3	9	-3	-1	-10
COc1ccc(S(=O)(=O)N2CCN(C(=S)Nc3ccc(S(N)(=O)=O)cc3)CC2)cc1	-2	4	3	20	1	10	2	-3	-7
O=C(NCc1ccco1)C1CC(c2ccc(F)cc2)=NO1 (stereo not drawn)	-3	1	1	10	1	1	5	-8	8

Screens from PubChem.

Compounds as they come; any-hit rate near 4%.
